TRPML3 ag – human TRPML3 channel agonists, primary screen, cell-based, HEK293 TRPML3-YFP, Fluo-8 calcium fluorescence, 3 µM | Mucolipin-3 (Homo sapiens), Q8TDD5 | 100% = the carbachol control signal | activation, % at 3 µM | 0.29% of 220,000 active;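 active means activation above its plate's cutoff, the mean activation of the plate's test wells plus 3 SD, cut at about 12% in these data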;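 further: 0% = DMSO only wells and 100% = carbachol wells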
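Material: TRPML3-YFP stable HEK293 cells | Dosing: One concentration, 3 µM nominal, 0.3% DMSO | Timing: 125 s total fluorescence read per well | Technique: Fluo-8 calcium dye fluorescence, ex 470-495, em 515-575 nm | Measure: Percent activation from peak-to-basal fluorescence ratio, scaled between DMSO and carbachol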
EP2 modulator – EP2 receptor modulators, cAMP readout, primary screen, cell-based, HTRF cAMP, PGE2 stimulation; Prostaglandin E2 receptor EP2 subtype (Homo sapiens), P43116; EP2-expressing cells, cAMP HTRF FRET, PGE2 co-stimulation; induction, % at 25 µM; 0.83% of 260,000 active;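 active means compounds whose cAMP rise, as percent of the full-agonist control response, exceeds 60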;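 further: rat C6 glioma line stably carrying human EP2 under a CMV promoter; the protocol text gives 20 µM as final concentration; 100% = response of wells given 1 µM PGE2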
Target sequence (P43116 whole entry, looked up): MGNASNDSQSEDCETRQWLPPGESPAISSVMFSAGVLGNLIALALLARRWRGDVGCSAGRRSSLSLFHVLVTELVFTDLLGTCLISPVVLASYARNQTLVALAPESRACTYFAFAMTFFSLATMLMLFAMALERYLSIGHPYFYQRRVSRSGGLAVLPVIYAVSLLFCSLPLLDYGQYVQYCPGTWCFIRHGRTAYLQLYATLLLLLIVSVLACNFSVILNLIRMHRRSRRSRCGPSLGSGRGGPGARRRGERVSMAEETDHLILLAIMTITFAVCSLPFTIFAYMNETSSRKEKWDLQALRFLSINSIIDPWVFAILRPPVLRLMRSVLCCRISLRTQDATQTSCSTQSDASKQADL
S1P4 ag – S1P4 receptor agonists, primary screen, cell-based | AID 1509, 2009 | activation, % at 4.98 µM | Sphingosine 1-phosphate receptor 4 (Homo sapiens), O95977 | S1P4-expressing cell line, agonist reporter assay | 0.35% of 220,000 active; in the data active means activation above about 11%;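 further: 0% = DMSO vehicle and 100% = reference agonist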
Target sequence (O95977 whole entry, looked up): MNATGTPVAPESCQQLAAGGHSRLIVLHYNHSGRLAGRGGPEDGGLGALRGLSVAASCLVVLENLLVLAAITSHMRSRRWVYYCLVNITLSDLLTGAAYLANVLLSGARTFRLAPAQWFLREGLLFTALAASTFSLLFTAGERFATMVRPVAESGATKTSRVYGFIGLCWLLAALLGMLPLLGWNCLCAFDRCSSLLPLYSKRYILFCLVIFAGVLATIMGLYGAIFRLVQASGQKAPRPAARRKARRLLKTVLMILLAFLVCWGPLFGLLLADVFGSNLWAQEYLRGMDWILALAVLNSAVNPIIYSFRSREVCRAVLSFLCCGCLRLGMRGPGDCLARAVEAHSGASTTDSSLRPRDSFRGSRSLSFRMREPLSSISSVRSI
TRPN1 ag – zebrafish TRPN1 channel agonists, primary screen, cell-based, HEK293, calcium fluorescence. activation, % at 3 µM. 0.18% of 220,000 active. AID 1424, 2008. HEK293 zebrafish TRPN1-YFP, Fluo-8 calcium fluorescence; 100% = response to 87 µM carbachol;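 active means activation above its plate's cutoff, the mean activation of test wells on that plate plus 3 SD, cut at about 19% in these data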;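 further: 0% = DMSO alone and 100% = 87 µM carbachol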
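Material: zebrafish TRPN1-YFP in HEK293 cells. Doses: one dose of 3 µM, 0.3% DMSO. Incubation: dye 1 h 37 °C plus 30 min RT. Measured by: intracellular calcium fluorescence with Fluo-8.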
BaF3 tox – parental Ba/F3 cell viability inhibition, counter-screen for JAK2V617F inhibitor project, murine pro-B, CellTiter-Glo luminescence. CellTiter-Glo ATP luminescence. 1.1% of 220,000 active. inhibition, % at 5.6 µM;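 active means inhibition above a per-campaign cutoff, the mean inhibition of all tested compounds plus 3 SD, cut at about 27% in these data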;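 further: 0% = DMSO wells and 100% = JAK Inhibitor I control wells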
S1P4 antag – S1P4 receptor antagonists, primary screen, cell-based | AID 1510, 2009 | Sphingosine 1-phosphate receptor 4 (Homo sapiens), O95977 | 0.26% of 220,000 active | S1P4-expressing cells, antagonist mode, reporter read-out | inhibition, % at 4.98 µM; in the data active means inhibition above about 29%;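 further: 0% = wells stimulated with agonist and 100% = vehicle wells without agonist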
Calpain2 inh – inhibitors of pig calpain II, primary screen, biochemical, fluorogenic peptide substrate, 1536-well | purified calpain II, 30 min | inhibition, % at 16 µM | 0.37% of 220,000 active;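 active means inhibition above about 50%, limit read from the data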
Ba/F3 V617F tox – reduced viability of JAK2V617F-dependent Ba/F3 cells, primary screen, JAK2V617F inhibitor project, cell-based, Ba/F3 EpoR-JAK2V617F, luminescence. ATP luminescence. inhibition, % at 5.6 µM. 1.1% of 220,000 active. AID 1446, 2008;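 active means inhibition above the campaign mean plus 3 SD over all tested compounds, cut at about 24% in these data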;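 further: cytokine-independent growth of Ba/F3 cells driven by EpoR plus mutant JAK2; 0% = DMSO-treated cells and 100% = JAK inhibitor I control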
PERK inhibitor – block of dimerizer-induced PERK translation repression, primary screen, PERK inhibitor project, CHO PERK-DD cells, SEAP luminescence, HTS | inhibition, % at 5.6 µM | CHO PERK-DD fusion, SEAP luminescence translation reporter | Eukaryotic translation initiation factor 2-alpha kinase 3 (Homo sapiens), Q9NZJ5 | 0.17% of 220,000 active;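 active means inhibition above the mean inhibition of all tested compounds plus 3 SD, set separately per screening campaign, cut at about 2.9% in these data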;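 further: PERK kinase domain activated by AP20187 dimerizer at 100 nM; 0% = DMSO with dimerizer and 100% = rapamycin at 8.4 µM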
Starred values were filed as active, the others as inactive; i = inactive; & = joins results of further samples.

SMILES	TRPML3 ag	EP2 modulator	S1P4 ag	TRPN1 ag	BaF3 tox	S1P4 antag	Calpain2 inh	Ba/F3 V617F tox	PERK inhibitor
Cc1ccc(C(=O)COC(=O)CNS(=O)(=O)c2ccccc2)cc1[N+](=O)[O-]	2.2	2	1.9	0.4	1	-14	8	2	0.9
CCc1c(C)c2cc(Cl)c(O)c(CN3CCCCC3)c2oc1=O	-0.9	-7	1.7	0.4	5	-11	i	0	-1.3
COc1ccccc1C(=O)N1CCC(N2CCN(c3ccccc3OC)CC2)CC1	0.6	23	0.6	0.0	0	-2	-13	-1	0.8
Cc1ccc2cc(C3CC(c4cccs4)=NN3S(C)(=O)=O)c(Cl)nc2c1 (stereo not given)	0.2	-24	0.0	-0.6	0	1	-10	-2	0.1
COc1cccc(NC(=O)N2CCCC2C(=O)NCC(C)C)c1 (stereo not given)	0.1	-5	1.0	0.3	5	-2	-5	0	0.8
C=CCn1c(SCCOc2ccccc2)nnc1C(C)NC(=O)c1ccccc1 (stereo not given)	-0.3	-22	1.2	-1.8	6	12	23	1	-1.8
COc1ccc(CNC(=O)Nc2cc(C)cc(C)c2)cc1	-0.7	-27	-1.3	-1.8	0	0	10	-6	1.2
COc1ccc(OC)c(S(=O)(=O)NCCC2=CCCCC2)c1	-0.6	-20	-0.6	-2.2	7	-5	25	1	0.8
Cc1noc(C)c1COC(=O)CNC(=O)c1cccc(F)c1	0.7	-15	1.0	0.9	8	-10	59*	-2	-0.1
Cc1ccccc1NC(=O)c1cccc(C(F)(F)F)c1	-0.4	-3	-1.3	-1.1	5	-5	-4	-4	0.6
COc1ccc(CNC(C)(C)C)cc1Cl	0.9	18	0.1	2.5	13	-26	-24	0	0.0
Oc1ccc(/C=N/Nc2ncnc3nc[nH]c23)cc1	-0.3	-5	2.0	-0.6	7	-25	20	-2	-0.1
O=C(Nc1nnc(C2CC2)s1)c1ccc(S(=O)(=O)c2ccccc2)cc1	1.1	28	14*	0.9	5	-14	-57	1	1.9
COc1ccc(OC)c(Cc2nnc(CCC(=O)N3CCCCCC3)o2)c1	0.5	0	1.9	1.7	7	-4	-1	-2	-0.7
O=C(NCC1CCCO1)c1cc2c(=O)[nH]c3ccccc3c2s1 (stereo not given)	1.0	-11	0.9	1.1	2	5	-259	0	0.8
CCCCN(C)S(=O)(=O)c1c(C)[nH]c(=O)[nH]c1=O	-0.3	3	-2.8	-0.2	2	8	20	0	1.4
Nc1cc(C(=O)O)c(N)c2c1C(=O)c1ccccc1C2=O	0.7	-16	1.4	-0.3	-2	-10	-11	6	-0.4
COc1ccc(-c2ccc(SCC(=O)Nc3nccs3)nn2)cc1OC	1.8	-6	0.4	1.4	-1	-12	-10	-3	0.0
O=C(Nc1ccc(N2CCOCC2)cc1)C1CCN(S(=O)(=O)c2ccccc2F)CC1	-0.2	-5	0.1	-0.7	4	14	-3	-3	0.9
CCSc1nnc(NC(=O)c2csc3c2CCC(C)C3)s1 (stereo not given)	0.5	-12	0.3	-0.7	4	-21	-23	-1	0.6
Nc1ncccc1OCc1ccc(Cl)c(Cl)c1	0.7	-36	1.3	0.9	5	-8	17	1	1.3
CC1Cc2ccccc2N1c1ncnc2c1nnn2Cc1ccccc1 (stereo not given)	0.2	44	1.2	-1.1	7	0	-325	2	1.2
O=C(/C=C/c1cccs1)Nc1ccc(N2CCOCC2)c(S(=O)(=O)Nc2ccccc2Cl)c1	0.9	-1	-1.1	1.3	3	2	-51	0	-0.8
COc1cccc(Cn2nnc(C(=O)NCCc3ccc(Cl)cc3)c2N)c1	0.1	-5	-1.2	-1.5	5	0	6	1	-0.2
CC(C)(C)C(=O)Nc1nnc(-c2ccncc2)o1	0.2	15	4.6	0.8	9	-15	-25	4	1.0
COc1ccc2c(c1)sc(=N)n2C	1.1	-25	5.6	1.5	69*	-4	-20	58*	1.0
CC(C)N=C1SCC(C)(/C=N/O)S1 (stereo not given)	0.1	-13	3.6	0.5	2	-12	4	-4	-0.4
CC1CCN(C(=O)CSc2nnc(Cc3ccccc3)o2)CC1	0.1	16	1.7	1.6	8	-1	8	0	0.2
C=CCN1C(=O)N/C(=C/c2ccccc2OCC(=O)Nc2ccc(F)cc2)C1=O	1.2	-3	1.5	0.0	4	-9	-30	1	0.7
CCCc1nn(-c2cc(Cl)ccc2OC)c2c1C(=O)CCC2	-1.3	34	0.8	-2.3	-1	-19	-22	2	-0.8
COc1ccc(N2C(=O)C3CCCN3C2c2cccc(C)c2)cc1Cl (stereo not given)	0.1	10	0.2	-0.4	4	0	6	-3	-0.2
NS(=O)(=O)c1ccc(NC(=O)CSc2ncnc3ccccc23)cc1	1.8	-22	-0.6	1.2	1	-6	-7	2	-0.7
O=C(NNS(=O)(=O)c1ccc(Cl)cc1)c1cnn(-c2ccccc2)c1-n1cccc1	-0.5	8	-2.1	0.5	6	-7	-32	1	-0.1
CCOC(=O)CCc1c(C)c2ccc(OCC)c(C)c2oc1=O	0.5	23	2.5	-1.6	-1	-17	-114	-4	0.8
CCCNC(=O)C1CCN(S(=O)(=O)c2cccs2)CC1	1.4	22	0.9	1.9	3	-10	-21	-1	1.5
C=CCN(CC=C)CCOc1ccccc1[N+](=O)[O-]	0.2	-22	-0.4	-2.1	3	0	22	1	-0.1
O=C(Cc1ccccc1)N1CCNCC1	1.1	3	-0.6	1.5	3	-14	-10	-2	1.5
CC(=O)c1ccc(OCCCC(=O)OCc2nnc(-c3ccc(Cl)cc3)o2)cc1	0.0	6	2.0	3.6	2	-9	-8	1	1.8
Cc1cc(NC(=O)CSc2nc(CCC3CCCC3)nc3ccccc23)no1	-0.5	44	-1.0	0.6	-1	-14	2	0	-0.5
N#CC1CN(Cc2ccccc2)CN(Cc2ccccc2)C1	-0.7	-4	-0.2	-1.7	4	3	-2	2	0.0

Fetched by structure from the list above:
SMILES	TRPML3 ag	EP2 modulator	S1P4 ag	TRPN1 ag	BaF3 tox	S1P4 antag	Calpain2 inh	Ba/F3 V617F tox	PERK inhibitor
NS(=O)(=O)c1ccc(NC(=O)CSc2ncnc3ccccc23)cc1	1.8	-22	-0.6	1.2	1	-6	-7	2	-0.7
C=CCN(CC=C)CCOc1ccccc1[N+](=O)[O-]	0.2	-22	-0.4	-2.1	3	0	22	1	-0.1
CC1CCN(C(=O)CSc2nnc(Cc3ccccc3)o2)CC1	0.1	16	1.7	1.6	8	-1	8	0	0.2
O=C(NNS(=O)(=O)c1ccc(Cl)cc1)c1cnn(-c2ccccc2)c1-n1cccc1	-0.5	8	-2.1	0.5	6	-7	-32	1	-0.1

More entries:
SMILES	TRPML3 ag	EP2 modulator	S1P4 ag	TRPN1 ag	BaF3 tox	S1P4 antag	Calpain2 inh	Ba/F3 V617F tox	PERK inhibitor
CCOC(=O)C1(Cc2ccccc2)CCCN(C2CCN(C(C)=O)CC2)C1 (stereo not given)	-0.2	20	-1.0	1.1	1	4	-18	0	0.9
CC1CCN(CC(=O)NCCc2ccc(F)cc2)CC1	1.2	-7&8	0.3	0.1	6	-1	-28	0	1.4
Oc1cccc(C(O)CNCc2ccc(-c3ccccc3)cc2)c1 (stereo not given)	3.0	-48	1.2	6.2	9	-9	12	5	0.8
NS(=O)(=O)c1ccc(NC(=S)N2CCC(O)CC2)cc1	0.5	15	0.5	1.1	5	-10	-8	-1	-0.7
C=CCOCCN(C)C1=NS(=O)(=O)c2ccccc21	0.8	14	-0.2	-0.4	4	-6	-29	0	0.0
Cc1cccc(NC(=O)c2cccc(N3C(=O)C4C5CCC(C5)C4C3=O)c2)c1C (stereo not given)	0.5	-24	0.3	1.4	8	-3	12	0	0.2
COc1ccc(C2CC(c3ccccc3)=NN2C(=O)c2ccc(Cl)c([N+](=O)[O-])c2)cc1 (stereo not given)	0.5	16	0.7	1.0	2	-17	1	-2	0.3
C/C=C/Cn1c(N2CCCCCC2)nc2c1c(=O)[nH]c(=O)n2C	0.2	47	1.7	-1.3	2	-19	-16	-2	0.0
Cc1ccc(C(=O)Nc2cccc(C(=O)O)c2)cc1	0.8	20	-6.6	-0.3	3	-7	-4	1	0.2
CC(C)Sc1nc2ncnc(N)c2[nH]1	0.5	-27	-0.5	0.1	6	-11	11	0	1.6
O=C(Cn1c(=O)[nH]c2ccsc2c1=O)NC1CCCCC1	0.9	21	-0.2	-0.2	3	-1	5	-2	1.5
COc1ccc(N2C(=O)C3CCCN3C2c2ccc(C)o2)cc1Cl (stereo not given)	0.4	6	1.6	1.2	4	-7	-91	2	0.1
O=C(Nc1ccc(N2CCN(C(=O)c3ccco3)CC2)c(Cl)c1)c1c(F)c(F)c(F)c(F)c1F	2.1	-10	1.6	6.9	6	4	-91	1	0.0
CCN(CC)CCCn1c(C)cc2c(c1=O)C(c1ccc(OC)c(OC)c1OC)C(C#N)=C(N)O2 (stereo not given)	0.8	10	-3.1	2.0	1	13	1	-4	0.6
CCOc1cc(S(=O)(=O)n2c(C)nc3ccccc32)ccc1F	0.2	19	1.4	-0.7	4	-33	-25	-1	0.7
CN(CCNC(=O)C1CC(=O)N(c2ccc(F)c(Cl)c2)C1)Cc1ccccc1 (stereo not given)	0.8	0	1.0	0.9	3	-2	3	1	-1.5
Cc1cc(C)n2nc(C(=O)OCC(=O)N3CCC3)nc2n1	0.9	35	-0.6	1.0	-1	-8	-29	-1	0.8
COc1ccc(C2C(C(=O)c3sc(C)nc3C)=C(O)C(=O)N2CCN(C)C)cc1OC (stereo not given)	0.6	27	2.0	0.0	-3	6	3	1	0.5
COC(=O)/C=C1\S/C(=N/N=C/c2ccccc2)NC1=O	0.8	9	0.8	-0.3	3	-4	-17	2	0.4
Cc1ccccc1C(=O)Nc1cccc(NC(=S)NC(=O)c2cccs2)c1	0.4	-37	-0.8	2.0	5	-14	-19	1	-0.7
O=C(CN1CCN(c2ccc(F)cc2)CC1)Nc1cc(C(F)(F)F)ccc1Cl	0.8	14	-0.1	1.0	5	-7	1	1	1.4
CN(C)CC(=O)Nc1nc(-c2ccccc2)cs1	0.7	-30	1.7	-1.4	4	2	6	-1	-1.0
Cc1ccc(/C=C/C2=NN(Cc3ccccc3)C(=O)CC2)cc1	0.2	-35	-3.2	-1.3	-1	3	12	-3	-0.1
O=C(CS(=O)(=O)c1ccccc1)Nc1ccc(S(=O)(=O)Nc2ncccn2)cc1	1.0	17	-1.1	-0.9	3	8	-7	-5	0.8
COc1ccc(OCc2nnc(NC(=O)Nc3ccccc3F)s2)cc1	0.6	-7	-0.3	0.8	-4	-12	-8	-6	1.1
CCOC(=O)C1CCN(C(C)=C2C(=O)c3ccccc3C2=O)CC1	0.2	-1	-0.1	-0.3	6	-10	-8	0	1.5
N/C(=N\NC(=O)c1sccc1OCc1ccc(Cl)cc1Cl)c1ccccn1	0.3	35	0.4	-0.3	2	-8	-1	-1	0.8
